# APJ ag: agonists of human apelin receptor APJ, primary screen, CHO-K1 cells, PathHunter beta-arrestin, luminescence. P35414. activation, % at 20 µM. 0% DMSO wells, 100% apelin. AID 2520, 2010. 330,000 compounds, 0.11% hits;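 active = activation more than six SD over the plate average, tested at 20 µM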;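 note: 0% = DMSO alone and 100% = apelin-13 at 10 nM; some results filed as inactive read as strong as hits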
# Target sequence (P35414 whole entry, looked up): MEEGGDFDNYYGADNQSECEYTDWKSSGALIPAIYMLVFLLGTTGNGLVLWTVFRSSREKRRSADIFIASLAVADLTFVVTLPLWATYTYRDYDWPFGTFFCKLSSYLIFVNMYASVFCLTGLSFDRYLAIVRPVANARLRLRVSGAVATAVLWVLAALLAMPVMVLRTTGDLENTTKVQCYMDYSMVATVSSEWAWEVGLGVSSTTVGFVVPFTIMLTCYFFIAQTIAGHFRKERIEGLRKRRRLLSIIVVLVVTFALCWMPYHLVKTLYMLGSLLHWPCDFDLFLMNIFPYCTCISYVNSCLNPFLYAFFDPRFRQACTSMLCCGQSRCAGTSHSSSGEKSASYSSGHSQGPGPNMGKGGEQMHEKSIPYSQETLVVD
#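 Test system: CHO-K1 APJ beta-arrestin complementation cell line. Amount: cell density 1000 per well. Controls: DMSO negative, 10 nM Apelin-13 positive. Signal: luminescent beta-gal fragment complementation, chemiluminescent substrate. Read-out basis: agonist-driven arrestin binding to APJ. Timing: compound stimulation 90 min at 25 °C, detection 60 min.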
# Jurkat NFkB inh: inhibitors of induced NF-kB luciferase reporter, primary screen, TCR NF-kB activation inhibitor project, cell-based, luminescence, uHTS; Jurkat, PMA/ionomycin-induced NF-kB luciferase reporter; inhibition, % at 4 µM; 330,000 compounds, 0.53% hits; AID 435003, 2010; in the data active = inhibition above about 50%
# UPR CHOP act: activators of apoptotic CHOP UPR arm, primary screen, cell-based, CHO-CHOP luciferase reporter, luminescence, uHTS; UPR activation; percent of tunicamycin response over DMSO baseline; activation, % at 10 µM; 330,000 compounds, 0.34% hits; AID 449763, 2010;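 active = at 10 µM dose, activation of 40% or more, normalized to positive control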;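 note: 100% = tunicamycin at 10 µg/mL and 0% = DMSO alone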
#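 Evaluation: % reporter activation, DMSO baseline versus tunicamycin full activation; System: CHO-CHOP luciferase reporter cell line; Input: 500 cells/well; Incubation: 6 h compound treatment, 37 °C; Measured by: Steady-Glo luciferase luminescence; Dosing: one dose, 10 µM in 0.5% DMSO; Buffer or medium: F12 medium, 10% FBS; Benchmarks: positive tunicamycin 10 µg/mL, negative DMSO alone.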
# 697 NFkB inh: inhibitors of PMA/ionomycin-induced NF-kB reporter, 697 cells, primary screen, B-cell NF-kB inhibitor project, cell-based, luminescence, uHTS | 697 B-cell NF-kB luciferase reporter, 16 h | inhibition, % at 4 µM | 330,000 compounds, 0.33% hits; in the data active = inhibition above about 35%
# XBP1 UPR activ: activators of adaptive XBP1 UPR arm, primary screen, cell-based, CHO-XBP1 luciferase reporter, luminescence, uHTS; 330,000 compounds, 0.33% hits; IRE1-XBP1 UPR activation; percent of tunicamycin response, DMSO as zero; activation, % at 20 µM;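 active = versus positive control, 20 µM dose yields 30% or more activation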;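 note: 100% = tunicamycin at 10 µg/mL and 0% = DMSO only wells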
#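 Material: IRE1-XBP1 luciferase reporter CHO line / Quantity: one thousand reporter cells per well / Buffer or medium: F12 with 10% serum / Compound: 20 µM single concentration, DMSO 1% / Times: 6 h treatment, 37 °C / Detection: Steady-Glo luciferase glow luminescence, 10 min after reagent addition / Benchmarks: tunicamycin high, DMSO low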
# tim23-1 inh: growth inhibitors of tim23-1 mutant yeast, primary screen, luminescence, uHTS | inhibition, % at 20 µM | S. cerevisiae tim23-1 growth, BacTiter-Glo luminescence, 24 h | 330,000 compounds, 1.3% hits | AID 463212, 2010;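 active = growth inhibition of the mutant yeast at or above 50%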;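 note: temperature-sensitive mutant grown at 25 °C; plate controls were DMSO-treated mutant yeast for no effect and medium wells lacking yeast for full effect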
# Mdm2-MdmX inh: inhibitors of human Mdm2-MdmX association, primary screen, cell-based, luminescence, split luciferase, SaOS-2, uHTS | SaOS-2 split-luciferase Mdm2/MdmX complementation | 330,000 compounds, 3% hits | AID 485346, 2010 | Protein Mdm4 (Homo sapiens) + E3 ubiquitin-protein ligase Mdm2 (Homo sapiens), … | inhibition, % at 8 µM;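 active = inhibition of at least 50% at 8 µM in the primary screen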
# APJ antagonist: antagonists of human apelin receptor APJ, primary screen, CHO-K1 cells, beta-arrestin complementation, luminescence; 330,000 compounds, 0.32% hits; inhibition, % at 20 µM; P35414;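 active = inhibition above about 40% at 20 µM, limit read from the data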;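 note: cells challenged with 10 nM apelin-13 agonist together with compound; plate controls were apelin-13 plus DMSO wells for no effect and DMSO wells lacking apelin-13 for full effect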
# Numbers without * were called inactive.
# Each structure is followed by: APJ ag | Jurkat NFkB inh | UPR CHOP act | 697 NFkB inh | XBP1 UPR activ | tim23-1 inh | Mdm2-MdmX inh | APJ antagonist
1) COc1ccc(/C=N/Nc2ncccc2[N+](=O)[O-])c(OC)c1
    -1 | -157 | -6.3 | -171 | -9 | 12 | -70 | 2
2) COc1ccc(N(C)S(=O)(=O)c2cccc(C(=O)NC3CCCCC3C)c2)cc1 (configuration not stated)
    -6 | -2 | -1.7 | 10 | -2 | 17 | -1 | 21
3) CC(=O)Nc1ccc(-c2nn[nH]n2)cc1Cl
    1 | 3 | 1.1 | 20 | -1 | 5 | 5 | 3
4) N/C(=N\NC(=O)c1cccs1)c1cc2cc(Cl)ccc2oc1=O
    0 | -4 | 0.5 | 17 | 0 | 16 | -7 | -16
5) CCN1CCN(S(=O)(=O)c2ccc3c4c(cccc24)C(=O)N3CC)CC1
    -2 | -8 | 0.7 | 13 | 0 | 1 | 30 | 7
6) Cc1cc(NC(=O)c2ccc3c(c2)C(=O)N(CCC(C)C)C3=O)no1
    -2 | -5 | -0.8 | 7 | -1 | -10 | 6 | 4
7) O=C(Nc1ccc2nc3n(c(=O)c2c1)CCCC3)c1ccccc1F
    -1 | -39 | 3.1 | 5 | -1 | 49 | 0 | 10
8) Cc1ccnc(NC(=O)c2ccc(Br)s2)c1
    -1 | -124 | 0.4 | -146 | -2 | 43 | -111 | -13
9) O=C(NC1CCCCCC1)C1CCCN(S(=O)(=O)c2cnc[nH]2)C1 (configuration not stated)
    -2 | 0 | 3.2 | 13 | -1 | 14 | -17 | -7
10) Cc1ccnc(NS(=O)(=O)c2ccc(NC(=O)CC(C)c3ccccc3)cc2)n1 (configuration not stated)
    -1 | 14 | 0.0 | 4 | -4 | -1 | -1 | -8
11) CC1CCCN(CC(O)COC(c2ccccc2)c2ccccc2)C1 (configuration not stated)
    -4 | -14 | -0.1 | 2 | -1 | 12 | 21 | 23
12) CC1=C/C(=N\OS(=O)(=O)c2ccccc2)C(C)=CC1=O
    109* | 51* | -11 | -13 | -6 | -109 | 96* | -10
13) Cc1ccc(-c2n[nH]c(=O)c3ccccc23)cc1S(=O)(=O)Nc1ccccc1
    -2 | 15 | -1.4 | 5 | 3 | 9 | 46 | 7
14) CCCCN1C(=O)C2NN=C(C(=O)OC)C2C1=O (configuration not stated)
    -2 | -6 | -2.1 | 13 | 0 | -12 | -1 | 14
15) Cc1ccc(S(=O)(=O)Nc2nc3ccccc3nc2N2CCN(c3ccccc3F)CC2)cc1
    2 | -5 | -1.8 | 6 | -2 | 15 | 8 | 12
16) C/C(=N/NC(=O)c1cc2ccccc2cc1O)C1C(=O)c2ccccc2C1=O
    -11 | -30 | 3.9 | -45 | 2 | 27 | -3 | 34
17) O=C(CN1CCCCCC1)Nc1ccc(Cl)cc1F
    -6 | 6 | 0.4 | 19 | -4 | 6 | 10 | -9
18) O=C(Nc1cccc(S(=O)(=O)NC2=NCCC2)c1)c1cnc(Cl)c(Cl)c1
    0 | 1 | -0.2 | 26 | -2 | 2 | 15 | -1
19) O=C(NC(=S)Nc1ccc2oc(=O)ccc2c1)c1cc2ccccc2o1
    0 | -2 | 0.5 | -14 | -2 | 14 | 47 | -7
20) CC(NC(=O)Nc1ccccc1)C(c1cccs1)N1CCN(c2ccccc2)CC1 (configuration not stated)
    -4 | 7 | -1.1 | 22 | 1 | 5 | 59* | 0
21) O=S(=O)(c1ccccc1)c1nc(-c2ccco2)oc1N1CCCCC1
    -1 | -9 | 0.5 | 14 | 0 | 40 | 23 | 19
22) CCOC(=O)CN1C(=O)CSc2ccccc21
    -4 | 0 | 0.2 | 9 | 1 | 8 | 1 | -14
23) CC(CCc1ccccc1)NC(=O)COC(=O)c1ccc([N+](=O)[O-])cc1 (configuration not stated)
    0 | 11 | -0.1 | -4 | -2 | 2 | -24 | -5
24) COc1ccc(C(=O)Nn2c(SCC(=O)c3ccccc3)nc3ccccc3c2=O)cc1
    -6 | -96 | -2.9 | -155 | -4 | -16 | 54* | -8
25) O=C(NCc1ccc2c(c1)OCO2)c1cccc(S(=O)(=O)N2CCCC2)c1
    -4 | 15 | -1.5 | 26 | -1 | 19 | 11 | 27
26) Cn1c(=O)c2nc(Cl)c(-c3ccccc3)nc2n(C)c1=O
    -3 | -3 | 1.0 | 2 | 1 | -10 | -12 | 4
27) COc1ccc(OC)c(-c2csc(NC(=O)c3ccc(OCC4CCCO4)cc3)n2)c1 (configuration not stated)
    3 | 11 | 9.7 | -32 | 7 | -4 | 4 | 3
28) CCc1c(C)c2ccc(OCC(=O)OC)cc2oc1=O
    -1 | 4 | 0.1 | 11 | 0 | 32 | 10 | 14
29) Cc1ccc(C(=O)Oc2ccc(/C=N/NC(N)=O)cc2)cc1
    -3 | 23 | 1.5 | 11 | 5 | 13 | -4 | 11
30) Cc1nn2c(-c3ccccn3)ccnc2c1Br
    -3 | 0 | -0.1 | 9 | -1 | -1 | 7 | 6

# Reformatted: results already given.
1: COc1ccc(/C=N/Nc2ncccc2[N+](=O)[O-])c(OC)c1
2: COc1ccc(N(C)S(=O)(=O)c2cccc(C(=O)NC3CCCCC3C)c2)cc1 (configuration not stated)
3: CC(=O)Nc1ccc(-c2nn[nH]n2)cc1Cl
4: N/C(=N\NC(=O)c1cccs1)c1cc2cc(Cl)ccc2oc1=O
5: CCN1CCN(S(=O)(=O)c2ccc3c4c(cccc24)C(=O)N3CC)CC1
6: Cc1cc(NC(=O)c2ccc3c(c2)C(=O)N(CCC(C)C)C3=O)no1
7: O=C(Nc1ccc2nc3n(c(=O)c2c1)CCCC3)c1ccccc1F
8: Cc1ccnc(NC(=O)c2ccc(Br)s2)c1
9: O=C(NC1CCCCCC1)C1CCCN(S(=O)(=O)c2cnc[nH]2)C1 (configuration not stated)

Assay by compound,1,2,3,4,5,6,7,8,9
APJ ag,-1,-6,1,0,-2,-2,-1,-1,-2
Jurkat NFkB inh,-157,-2,3,-4,-8,-5,-39,-124,0
UPR CHOP act,-6.3,-1.7,1.1,0.5,0.7,-0.8,3.1,0.4,3.2
697 NFkB inh,-171,10,20,17,13,7,5,-146,13
XBP1 UPR activ,-9,-2,-1,0,0,-1,-1,-2,-1
tim23-1 inh,12,17,5,16,1,-10,49,43,14
Mdm2-MdmX inh,-70,-1,5,-7,30,6,0,-111,-17
APJ antagonist,2,21,3,-16,7,4,10,-13,-7

# More compounds follow:
# Each structure is followed by: APJ ag | Jurkat NFkB inh | UPR CHOP act | 697 NFkB inh | XBP1 UPR activ | tim23-1 inh | Mdm2-MdmX inh | APJ antagonist
31) COCCNC(=O)Cn1ncc2ccsc2c1=O
    -1 | -2 | 0.4 | 1 | -3 | 0 | -2 | -1
32) CCc1ccc(C2=NN(CCC(=O)NC3CC3)C(=O)CC2)cc1
    -1 | 9 | 0.2 | 3 | -5 | 11 | -24 | 6
33) Cc1cnc2ncc3sccc3c2c1
    -3 | -12 | -2.3 | -14 | 0 | -16 | 12 | -4
34) Cc1ccc(S(=O)(=O)/C(=C\N(C)C)c2cnc(Cl)s2)cc1
    -3 | 10 | -0.6 | 36* | -2 | 8 | -1 | 11
35) Oc1ccccc1Nc1nc(-c2ccccc2O)nc2ccccc12
    1 | -30 | 1.0 | -5 | -1 | -1 | 9 | -32
36) CCOc1ccc(C(=O)Nc2c(C(N)=O)oc3ccccc23)cc1
    0 | -4 | 2.5 | 3 | 2 | 37 | 4 | -13
37) COc1ccccc1-c1nc(C(F)(F)F)c(OC)o1
    1 | -7 | -0.7 | -7 | 0 | 7 | -6 | 10
38) CCOC(=O)N(NC(=O)C(O)(c1ccccc1)c1ccccc1)c1ccccc1
    -4 | 13 | -1.0 | 11 | -1 | 14 | 5 | 2
39) O=C(NCC1CCCO1)c1ccccc1OCc1ccc(F)cc1 (configuration not stated)
    -9 | -6 | 1.0 | -3 | -1 | 17 | -7 | 10
40) CCCCC(=O)Nc1ccc(C(=O)NNC(=O)c2cccs2)cc1
    -4 | 1 | -0.7 | 9 | 1 | 1 | 10 | -9
41) O=S(=O)(c1ccccc1)c1nc(-c2ccco2)oc1NCCN1CCOCC1
    5 | -31 | -0.8 | -11 | -2 | 37 | -14 | -24
42) CCN(CC)c1ccc(C(=O)OCC(=O)NCC2CCCO2)cc1 (configuration not stated)
    -3 | 23 | -3.3 | 4 | -5 | 21 | 8 | -3
43) Cn1cccc1C(=O)NC1CCCCCC1
    -4 | -56 | 5.4 | -33 | -1 | 5 | -8 | 10
44) CCO[C@@H]1OC(C(N)=O)=C[C@H](c2coc3ccccc3c2=O)[C@H]1CCCO
    -3 | -4 | 0.6 | 22 | -2 | -11 | 5 | 6
45) COc1cc(OC)cc(C(=O)NC(=S)NNC(=O)c2cnccn2)c1
    -3 | 4 | 0.2 | 11 | 4 | -11 | 60* | -6
46) CC(=O)Nc1ccc(NC(=O)C2CC(=O)N(Cc3ccccc3)C2)cc1 (configuration not stated)
    -2 | -12 | 0.2 | 9 | 3 | -2 | -22 | 7
47) Cc1cccc(N2CC(C(=O)Nc3nnc(SCc4ccccn4)s3)CC2=O)c1 (configuration not stated)
    1 | -4 | 0.8 | -7 | -2 | 15 | -10 | 0
48) Cc1ccc(NC(=O)COC(=O)CCn2c(C)csc2=O)cc1S(=O)(=O)N1CCOCC1
    2 | 11 | -0.8 | 11 | -3 | -10 | 12 | 13
49) Cc1cc(C)c2c(CC(=O)NNC(=O)c3ccccc3)coc2c1
    -6 | 16 | 1.1 | 17 | -3 | 11 | -6 | 0
50) COCc1ccc(-c2c(-c3ccsc3)sc3ccccc23)cc1
    -4 | 8 | 0.4 | 6 | -1 | 3 | 7 | 6
51) Cc1cc(C)c2nc(SCC(=O)NCC3CCCO3)c(C#N)cc2c1 (configuration not stated)
    1 | -35 | 0.2 | 13 | -5 | 15 | -19 | -10
52) COc1cc(C2Nc3ccccc3C(=O)N2NS(C)(=O)=O)ccc1O (configuration not stated)
    -5 | 3 | 1.1 | -8 | -1 | 12 | -14 | 11
53) COc1ccc(C(=O)OCC(=O)Nc2ccc3c(c2)OCO3)cc1S(=O)(=O)N1CCOCC1
    -3 | -9 | 0.4 | 16 | 2 | 0 | -6 | 11
54) Cc1cccc(NC(=S)NNC(=O)c2ccco2)c1
    -8 | -4 | -1.8 | -8 | -2 | 18 | 7 | 0
55) CS(=O)(=O)N1CCC(C(=O)NCCN2CCN(Cc3ccccc3)CC2)CC1
    -5 | 15 | -2.0 | 16 | -1 | -3 | 16 | -3
56) COc1ccc(NS(=O)(=O)c2cc(NC(=O)c3ccc(=O)[nH]n3)ccc2C)cc1
    -4 | 45 | -1.1 | -18 | -1 | 9 | 52* | 3
57) COc1cc(CN2CCNC(=O)C2CC(=O)NC2CCC2)cc(OC)c1 (configuration not stated)
    0 | 6 | 2.3 | 4 | -8 | 21 | 7 | 8
58) CC(=O)NCC(=O)OCC(=O)c1ccccc1
    -6 | 4 | -2.5 | 21 | -2 | -3 | 18 | 9
59) c1ccc2c(c1)[nH]c1c(N3CCSCC3)ncnc12
    3 | 14 | 4.2 | 6 | 3 | 9 | 6 | 8
60) CCOC(=O)/C(C#N)=C(/C)c1ccc(OC)cc1
    2 | 17 | -0.6 | 25 | 0 | 14 | 1 | 0
